NOD2 inhibition = NOD2 signaling inhibitors, cell-based, luminescence, uHTS, HEK293 (AID 1566) | HEK293 NOD2/NF-kB luciferase reporter, luminescence; higher % means a stronger effect | one-dose inhibition, % at 4 µM; EC50 in µM for titrated hits | actives 0.63% (n = 290,000); also: many of its hits are not listed in these tables
SIAH1 antagonists = Siah-1 peptide-binding antagonists, primary screen, biochemical, fluorescence polarization, rhodamine-plectin, uHTS (AID 1817). Siah-1 / rhodamine-plectin peptide fluorescence polarization; higher % means a stronger effect. displacement, % at 20 µM; hits with a dose series show IC50 in µM. actives 0.02% (n = 290,000);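 active = displacement of at least 50% at 20 µM, with a fluorescence ratio check between 0.3 and a set limit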;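 also: plate controls were Siah plus tracer with DMSO for no effect and tracer alone without Siah for full effect; strong numbers were not always called active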
P. falciparum M1AAP = P. falciparum M1AAP inhibitors, biochemical, fluorogenic H-Leu-NHMec substrate, 1536-well (AID 1445) | Aminopeptidase N (Plasmodium falciparum (isolate 3D7)) | recombinant M1AAP, H-Leu-NHMec fluorogenic kinetic assay; higher % means a stronger effect | inhibition, % at 30 µM, or IC50 in µM where a hit was titrated | actives 0.42% (n = 220,000);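 active = primary inhibition above the hit cutoff, then over 50% inhibition at one or more dose response concentrations, cut at about 23% in these data, passing the limit was not always enough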;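 also: plate controls were DMSO full reaction for no effect and no enzyme background for full effect; strong numbers were not always called active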
XIAP antagonists = XIAP antagonists, biochemical, IAP family, fluorescence polarization (AID 1018); E3 ubiquitin-protein ligase XIAP (Homo sapiens); XIAP BIR domain, fluorescence polarization peptide displacement; higher % means a stronger effect; displacement, % at 20 µM, or IC50 in µM where a hit was titrated; actives 0.007% (n = 200,000); in the data active = displacement above about 50%; also: a part of the inactive calls stands beside numbers as strong as those of hits
AID2073 = inhibitors of Mint1-CaV2.2 protein interaction, biochemical, HTRF (AID 2073) | HTRF protein-protein interaction, Mint1-CaV2.2; higher % means a stronger effect | inhibition, % at 20 µM; hits with a dose series show IC50 in µM | actives 0.19% (n = 290,000); in the data active = inhibition mostly above about 51%, no sharp cut-off; also: some results filed as inactive read as strong as hits
Hep lipid drop = inhibitors of hepatocyte lipid droplet formation, primary screen, imaging, high-throughput imaging, BODIPY stain. AML12 mouse hepatocytes, oleate lipid droplets. actives 0.4% (n = 240,000). inhibition, % at 6.5 µM;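 active = lipid droplet intensity inhibited by at least 50%, with more than 500 cells counted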
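Technique: fluorescence imaging, 20x objective, two fields per well / Assay system: AML12 hepatocytes (mouse) / Measure: % inhibition of lipid droplet signal / Doses: 6.5 µM single-point dosing / Incubation: overnight exposure / Reagent: 100 µM oleic acid challenge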
ER stress rescue = rescue of cells from ER stress-induced death, primary screen, 384-well, CSM14.1, thapsigargin, ATP luminescence (AID 1222) | CSM14.1 thapsigargin-induced death rescue, ATP luminescence; higher % means a stronger effect | cellular ATP content (survival), % at 20 µM, or EC50 in µM where a hit was titrated | 190,000 tested, under 10 active;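 active = EC50 below 50 µM in the dose-response confirmation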;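 also: death triggered by thapsigargin at about 15 µM added after 2 h compound pretreatment; cell ATP read after overnight thapsigargin exposure of roughly 18 to 22 hours; normalized against plate controls of thapsigargin alone and 5% DMSO vehicle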
M17LAP inhibition = P. falciparum M17LAP inhibitors, primary screen, biochemical, fluorogenic H-Leu-NHMec substrate, 1536-well (AID 1619); Leucine aminopeptidase (Plasmodium falciparum (isolate 3D7)); recombinant M17LAP, H-Leu-NHMec fluorogenic kinetic assay; higher % means a stronger effect; inhibition, % at 30 µM; hits with a dose series show IC50 in µM; actives 0.38% (n = 220,000);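 active = compound inhibiting the enzyme by more than half at any dose during confirmatory dose-response retesting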;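 also: plate controls were full reaction with DMSO carrier for no effect and no enzyme background for full effect; strong numbers were not always called active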
LYP phosphatase = inhibitors of LYP phosphatase, biochemical, fluorescence intensity, uHTS (AID 1779); recombinant LYP phosphatase, fluorescence intensity; higher % means a stronger effect; one-dose inhibition, % at 11.5 µM; IC50 in µM for titrated hits; actives 0.054% (n = 290,000);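 also: plate controls were vehicle with enzyme for no effect and no enzyme for full effect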
Hep lipid drop cells 6.5 µM = also measured in Hep lipid drop; calls as there; cell count; measured here: cell count, cytotoxicity flag;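 cells counted across two imaged fields per well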
The depositor's hits bear a star; nt = not tested or not shown; & = joins results of further samples. Rule as the data show it, unless noted: active = inhibition above about 50%; inactive = the rest. Not all compounds are listed; count on the stated rates, not on these rows.

| Compound | M17LAP inhibition | P. falciparum M1AAP | SIAH1 antagonists | XIAP antagonists | ER stress rescue | LYP phosphatase | Hep lipid drop cells 6.5 µM | AID2073 | Hep lipid drop | NOD2 inhibition |
| --- | --- | --- | --- | --- | --- | --- | --- | --- | --- | --- |
| COc1ccc(NC(=O)CSC2CCCCC2)cc1 | 23% | 4% | 4% | -4.5% | -1.3% | 0% | 731 | 6% | 8 | -88% |
| COc1ccc(CCCc2nnc(SCC(=O)Nc3ccc(C)c(C)c3)o2)cc1 | -8% | 38% | -2% | -6.4% | -0.9% | -8% | 732 | -3% | -5 | 16% |
| O=C(NC1CCC(C(=O)O)CC1)OCc1ccccc1 (stereo not drawn) | 11%&4% | 4%&-12% | 0%&10% | 3.3%&-3.6% | -0.3%&1.2% | -11%&-2% | 765 | 3%&-1% | 7 | -3%&7% |
| Cc1ccc(Cl)cc1NC(=O)c1ccccc1OCC(=O)Nc1ccc(Cl)cc1 | -4% | 7% | 12% | 4.6% | 1.1% | 7% | 628 | 9% | 17 | -125% |
| Cc1ccc2[nH]c(=O)c(C(c3nnnn3Cc3ccccc3)N3CCc4ccccc43)cc2c1 (stereo not drawn) | 11% | 12% | 1% | -5.1% | 1.1% | 0% | nt | 22% | nt | -7% |
| Cc1cccc(N2CCN(C(=O)c3nn(C)c4c3CS(=O)(=O)c3ccccc3-4)CC2C)c1 (stereo not drawn) | nt | nt | -2% | nt | nt | -1% | 786 | -2% | 16 | 14% |
| COc1cccc2cc(C(=O)N3CCN(C/C=C/c4ccccc4)CC3)c(=O)oc12 | 3% | 6% | -3% | -6.2% | -2.9% | -13% | 719 | 16% | 5 | 10% |
| Cc1cc(C)n2nnnc2n1 | -2% | 4% | 11% | nt | nt | -4% | 825 | -1% | 34 | 12% |
| O=C(O)CCCN=C1CCCc2ccccc2N1 | 10% | 1% | 1% | -7.3% | 1.3% | -7% | 751 | 0% | -3 | 15% |
| Cc1cc(OCCCC(=O)NCCc2ccccn2)ccc1Cl | nt | nt | 3% | nt | nt | 6% | 317 | 33% | -43 | 0% |
| O=S(=O)(Cc1ccccc1)N1CCCC1 | -17% | 6% | 0% | -1.7% | -1.7% | -2% | nt | -3% | nt | -15% |
| C=C1CCc2c([nH]c3ccc(OCC(C)C)cc23)C1=O | nt | nt | 4% | nt | nt | -9% | 769 | 10% | 9 | 13% |
| Nc1nc(C2CC2)c(Sc2sc(N)nc2C2CC2)s1 | 6% | 9% | 0% | -6.1% | 5.3% | -4% | nt | -48% | nt | -11% |
| O=C(CCNS(=O)(=O)c1ccc(Br)s1)NCc1ccccc1 | -4% | -1% | -1% | -6.8% | 6.3% | -9% | 738 | 1% | -6 | 12% |
| CCC/C(O)=C1\C(=O)CCCC1=NCCc1c(C)[nH]c2ccccc12 | 8% | 0% | 1% | nt | nt | -6% | 652 | 0% | 1 | 26% |
| Cc1ccc(CNC(=O)CS(=O)(=O)c2ccccc2)cc1 | -4% | -3% | -4% | -6.9% | -2.1% | -11% | 684 | -1% | -11 | -12% |
| O=C(CS)Nc1ccc2ccccc2c1 | 8% | 6% | 2% | nt | nt | -3% | 750 | -31% | 2 | 2% |
| Cc1sc2ncn(CCC(=O)O)c(=O)c2c1C | -1% | 5% | -3% | -1.1% | -0.8% | -14% | nt | 0% | nt | -12% |
| COc1cc(SC)ccc1C(=O)Nc1ccccc1 | 6% | 4% | 0% | -12% | 5.2% | -7% | 730 | 26% | -2 | 2% |
| COc1ccc(-n2nc(C(=O)NCC(=O)N3CCN(Cc4ccccc4)CC3)c3ccccc3c2=O)cc1 | nt | nt | 0% | nt | nt | -6% | 824 | 20% | 1 | -1% |
| CC(C)CC(C(=O)NC1CCCC1)N(Cc1ccc2c(c1)OCO2)C(=O)c1snc(C(N)=O)c1N (stereo not drawn) | 1% | 12% | 3% | 15% | 2.5% | -4% | 682 | 8% | 5 | 2% |
| O=[N+]([O-])c1ccc(NC(=S)N2CCCC2)cc1 | nt | nt | 0% | nt | nt | -10% | 844 | -14% | 0 | 15% |
| CC1(C)Cc2nc3sc4c(SCC(=O)NCc5ccccc5)ncnc4c3cc2CO1 | 5% | -2% | -2% | 0.2% | -1.5% | -6% | 497 | 28% | -67 | -67% |
| CCOC(=O)C1=C(C)N=C2SC(C(=O)OC)=CC(=O)N2C1c1ccc(F)cc1 (stereo not drawn) | -1% | 0% | 1% | -2.9% | -2.0% | 6% | nt | 2% | nt | 6% |
| Nc1cc(-c2ccc(Br)cc2)nc2cc(-c3ccccc3)nn12 | -12% | 4% | -3% | -4.3% | 0.9% | -2% | 745 | 24% | -20 | -6% |
| Cc1ccc(NC(=O)CCC(=O)NNS(=O)(=O)c2ccccc2)cc1C | 14% | -4% | 4% | -3.3% | -2.1% | 0% | 667 | -2% | 3 | 17% |
| C[C@]12CCC(O)CC1CCC1C2CC[C@]2(C)C(c3cc(C(F)(F)F)n[nH]3)CCC12 (stereo partly drawn) | -3% | -3% | 3% | nt | nt | 4% | 716 | 10% | -1 | 25% |
| Cc1cccc(N(C(=O)c2snc(C(N)=O)c2N)C(C(=O)NCC2CCCO2)c2c[nH]c3ccccc23)c1 (stereo not drawn) | nt | nt | 6% | nt | nt | 3% | 842 | -6% | -2 | 16% |
| COc1cc(CC(NC(C)=O)C(=O)NC2CCN(C(=O)C3CC3)CC2)cc(OC)c1 (stereo not drawn) | 4% | 2% | 3% | -3.9% | -0.6% | -6% | 691 | 18% | -13 | 5% |
| CC(=O)Nc1ccc(S(=O)(=O)Nc2cccc(-c3ccc4nncn4n3)c2)cc1 | 6% | 0% | 0% | -5.8% | nt | -2% | 705 | 6% | 10 | 3% |
| COc1cnc(-c2ccccn2)nc1Oc1c(C)cccc1C | 1% | 13% | -1% | -6.2% | -0.6% | -4% | 726 | -10% | -4 | 10% |
| O=C(COc1ccccc1Cl)NCCCNC(=O)c1ccco1 | nt | nt | -3% | nt | nt | -3% | 809 | 4% | 1 | 0% |
| COC(=O)/C(=C1/Oc2ccc(C(C)(C)C)cc2S1)C(F)(F)F | -2% | -4% | 3% | -3.1% | -1.3% | -2% | 630 | -4% | 0 | -24% |
| CCS(=O)(=O)c1ccc2oc(SCC(=O)NC34CC5CC(CC(C5)C3)C4)nc2c1 | 3% | 1% | -3% | -5.1% | 0.4% | -3% | 793 | -7% | 4 | 17% |
| O=C1CN(C(=O)N[C@@H](Cc2ccccc2)C(=O)N[C@H](Cc2ccccc2)C(=O)O)c2ccccc2N1 | nt | nt | 0% | nt | nt | -11% | 785 | -2% | 2 | -1% |
| Nc1ccc2c(c1)sc1ccccc12 | 5% | 3% | -1% | -5.3% | -1.8% | -2% | 778 | -2% | 23 | -48% |
| COc1ccc2c(C)nc(Nc3nc(C)c(C)c(=O)[nH]3)nc2c1 | -8% | 6% | -2% | -18% | -2.1% | 6% | nt | 2% | nt | -36% |
| COc1ccc(NS(=O)(=O)c2cc(C)ccc2OC)cc1OC | -3% | 3% | 3% | 2.1% | 0.5% | -4% | 752 | 3% | -8 | -1% |
| COc1ccc([N+](=O)[O-])cc1NC(=O)CSc1ccccc1 | 14% | 8% | 0% | -6.6% | -1.9% | -11% | nt | -6% | nt | 23% |
| COc1ccc(CCNC(=O)CSc2nc3ccccc3o2)cc1OC | -8% | -2% | 1% | -4.9% | -1.1% | -1% | 770 | -1% | -5 | 2% |
| COC(CNC(=O)c1ccc(-n2c(=S)[nH]c3ccccc3c2=O)cc1)OC | -2% | 3% | 2% | -9.5% | -0.6% | 3% | 689 | -13% | -3 | -2% |
| O=C(O)c1ccc(Nc2ccc([N+](=O)[O-])c3nonc23)cc1 | nt | nt | 0% | nt | nt | -1% | 808 | -7% | -1 | 12% |
| COc1ccc(C(=O)CSc2nnc(CNc3ccc(F)cc3)o2)cc1 | 11% | 1% | 6% | -0.3% | -0.4% | -3% | 736 | -6% | -2 | 0% |
| COc1ccc(NC(=O)C2CCN(S(=O)(=O)c3ccc4[nH]c(=O)oc4c3)CC2)c(OC)c1 | nt | nt | 1% | nt | nt | -3% | 719 | 1% | 19 | 16% |
| CNS(=O)(=O)c1cccc(C(=O)NCC(c2ccco2)N(C)C)c1 (stereo not drawn) | nt | nt | 3% | nt | nt | -4% | 738 | 0% | 0 | 6% |
| Cc1nc2c(cnn2-c2ccc(Cl)cc2)c(=O)n1-c1ccc(N2CCC(C)CC2)cc1 | 18% | 7% | 4% | -5.3% | 1.5% | -2% | nt | 6% | nt | 27% |
| O=C(COc1ccccc1Cl)Nc1ccccc1C(=O)N1CCOCC1 | nt | nt | 4% | nt | nt | -8% | 774 | 13% | -4 | -5% |
| Cc1c(Cl)cccc1NC(=O)CSc1nc2c(c(=O)[nH]1)CCCC2 | 3% | 3% | 9% | -4.3% | -1.9% | -5% | 781 | 1% | 4 | 9% |
| CN1CCN(C(=O)c2ccc(Cl)c(S(=O)(=O)N3CCCCCC3)c2)CC1 | -7% | 6% | -1% | -2.9% | -0.4% | -5% | 695 | 9% | -4 | 6% |
| COc1ccc(NC(=S)NCCCN2CCOCC2)cc1 | 4% | 6% | -1% | nt | nt | 2% | 715 | 17% | 2 | 8% |
| COc1ccc2nc(NC(=O)C3CCCN(S(=O)(=O)c4cccc5nsnc45)C3)sc2c1 (stereo not drawn) | 1% | -3% | 0% | -6.6% | -1.9% | 13% | 641 | 20% | -14 | 16% |
| COCCNS(=O)(=O)c1ccc(C2CNC(=O)C2)cc1 (stereo not drawn) | 4% | 13% | 3% | 0.5% | -0.7% | -4% | nt | 24% | nt | 9% |
| Cc1ccc(C)c(OCCCN2CCNCC2)c1 | nt | nt | 6% | nt | nt | -5% | 756 | 8% | 3 | 1% |
| CC(=O)Nc1ccc(/C(C)=N/NC(=O)c2ccc(CN3CCOCC3)cc2)cc1 | 14% | 2% | 0% | 2.5% | -3.0% | 1% | 713 | -4% | 22 | 7% |
| O=C(O)c1nn(CC(=O)N2CCN(c3ncc(C(F)(F)F)cc3Cl)CC2)c(=O)c2ccccc12 | nt | nt | -3% | nt | nt | -6% | 852 | 20% | 10 | -18% |
| CC(=O)N1CCc2cc(S(=O)(=O)N3CCCCCC3)ccc21 | nt | nt | -1% | nt | nt | -8% | 665 | 7% | -4 | 11% |
| COc1cc2c(cc1NC(=O)COC(=O)C1CC(=O)N(Cc3ccco3)C1)oc1ccccc12 (stereo not drawn) | -12% | 3% | 4% | -7.4% | 0.1% | 5% | nt | 30% | nt | 13% |
| COc1ccc(OC)c(CCNC(=O)c2ccc3c(c2)N(Cc2ccc(F)cc2)CCS3)c1 | nt | nt | -1% | nt | nt | -3% | 769 | 12% | -25 | 6% |
| CC(=O)Nc1cc(NC(C)=O)ncn1 | -12% | -9% | -1% | nt | nt | -5% | 730 | 13% | 1 | 11% |
| Cc1ccc(Nc2cc(C)nc(N3CCOCC3)n2)c(C)c1 | -5% | -4% | 2% | -6.6% | -0.2% | 0% | 667 | -2% | 3 | 4% |
